D2 agonist – HTS Assay for Allosteric Agonists of the Human D2 Dopamine Receptor: Primary Screen for Agonists; 340,000 compounds, 0.53% hits; HEK293 T-REx D2 cells, calcium flux agonist mode; activation, % at 2 µM; AID 485358, 2010; D(2) dopamine receptor (Homo sapiens), P14416;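 active means activation over 3 SD above normal in the single-dose calcium agonist read, cut at about 30% in these data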; further: 0% is about no effect
Target sequence (P14416 whole entry, looked up): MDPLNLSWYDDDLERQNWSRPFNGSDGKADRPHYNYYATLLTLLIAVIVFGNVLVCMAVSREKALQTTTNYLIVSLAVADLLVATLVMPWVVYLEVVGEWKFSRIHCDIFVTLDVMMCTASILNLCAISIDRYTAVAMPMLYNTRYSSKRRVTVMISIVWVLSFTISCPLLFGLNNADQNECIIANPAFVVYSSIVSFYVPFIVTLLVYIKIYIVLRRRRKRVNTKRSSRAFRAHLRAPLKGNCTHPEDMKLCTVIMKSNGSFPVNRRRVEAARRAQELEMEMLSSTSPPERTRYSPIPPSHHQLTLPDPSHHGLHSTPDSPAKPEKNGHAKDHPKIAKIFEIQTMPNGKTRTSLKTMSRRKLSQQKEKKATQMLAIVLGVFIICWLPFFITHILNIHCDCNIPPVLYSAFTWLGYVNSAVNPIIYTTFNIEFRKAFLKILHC
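Agonism is scored from calcium flux in a force-coupled, inducible HEK293 cell line expressing D2, read kinetically for 180 s after compound addition against dopamine controls.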
D1 potentiator – Potentiators of Human D1 Dopamine Receptor: qHTS; D(1A) dopamine receptor (Homo sapiens), P21728; HEK293 TREx D1 cells, calcium flux, dopamine EC20 potentiation; potentiation, % at 10 µM; 360,000 compounds, 0.036% hits; AID 504651, 2011; in the data active means potentiation above about 30%; further: 0% is about no effect
Target sequence (P21728 whole entry, looked up): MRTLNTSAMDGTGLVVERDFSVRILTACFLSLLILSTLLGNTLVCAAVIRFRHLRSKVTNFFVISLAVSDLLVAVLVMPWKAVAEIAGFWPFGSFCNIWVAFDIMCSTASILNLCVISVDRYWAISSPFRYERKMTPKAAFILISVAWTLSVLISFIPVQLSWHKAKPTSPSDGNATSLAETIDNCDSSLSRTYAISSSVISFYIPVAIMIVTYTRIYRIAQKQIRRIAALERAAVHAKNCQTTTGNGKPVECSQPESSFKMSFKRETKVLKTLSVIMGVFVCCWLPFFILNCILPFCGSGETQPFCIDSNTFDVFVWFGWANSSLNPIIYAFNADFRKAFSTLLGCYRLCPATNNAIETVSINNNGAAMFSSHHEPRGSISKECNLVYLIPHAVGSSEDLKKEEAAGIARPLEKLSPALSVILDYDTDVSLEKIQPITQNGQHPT
D2 potentiator – HTS Assay for Positive Allosteric Modulators of the Human D2 Dopamine Receptor: Primary Screen for Potentiators. 340,000 compounds, 0.34% hits. potentiation, % at 10 µM. HEK293 T-REx D2, calcium flux, EC20 dopamine potentiation. AID 485347, 2010. D(2) dopamine receptor (Homo sapiens), P14416;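 active means potentiation over 3 SD above the plate norm, cut at about 30% in these data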; further: 0% is about no effect
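Calcium flux readout, no-wash dye, 1 read/s. Inducible HEK293 Trex D2 line, overnight 30 C. Compound alone 180 s (agonist flags), then EC20 dopamine, another 180 s to score potentiation.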
RXFP1 agonist – qHTS Assay for Agonists of the Relaxin Receptor RXFP1 | Relaxin receptor 1 (Homo sapiens), Q9HBX9 | HEK293T-RXFP1 cAMP TR-FRET, 30 min; response scale: percent of porcine relaxin response, buffer zero | Potency, µM (top dose mostly 57.5 µM), inactives show at the top dose activation, usual class: activators | 370,000 compounds, 0.3% hits | AID 2676, 2010; active means well fitted activation curve with a large enough effect; inconclusive means small, poorly fitted or top-dose-only effect; further: potency means the concentration at half of the fitted maximal effect; on the % scale 0 is the no-effect control and ±100 the full control effect; nearly all actives have a fitted effect of over 60% in size; many of its hits are not listed in these tables
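HEK293 cells stably expressing RXFP1, treated 30 min at 37C with compounds plus PDE4 inhibitor Ro 20174; cAMP measured by HTRF TR-FRET. Normalized to buffer and 29 nM porcine relaxin; EC50 by Hill fit.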
D1 antagonist – Antagonist of Human D 1 Dopamine Receptor: qHTS; HEK293 TREx D1 cells, calcium flux, dopamine EC80; hits give low values; activity change, negative = inhibition, % at 10 µM; 360,000 compounds, 3.2% hits; AID 504652, 2011; in the data active means activity change below about -30%; further: on the % scale 0 is the no-effect control and ±100 the full control effect
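Using tetracycline-induced force-coupled D1 Hek293 cells and a calcium dye, signals were followed for 180 s after compound, then for 180 s after EC80 dopamine, to detect inhibitors.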
TRHR enhancer – qHTS for Small Molecule Agonists and Allosteric Enhancers of Human TRH Receptor: Primary Screen for Enhancers. TRHR cells, fluo-8 calcium fluorescence, EC20 TRH enhancement. enhancement, % at 2 µM. 360,000 compounds, 0.66% hits. AID 493056, 2011; in the data active means enhancement above about 30%; further: 0% is about no effect
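Enhancer read-out: after compound pinning and an initial kinetic agonist-mode read, an EC20 of TRH (10 nM final) was injected and fluo-8 calcium signal (Ex 480/Em 530) followed at 1 s/cycle for 100 cycles in TRHR-expressing cells.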
D2 antag – HTS Assay for Allosteric Antagonists of the Human D2 Dopamine Receptor: Primary Screen for Antagonists; D(2) dopamine receptor (Homo sapiens), P14416; HEK293 TREx D2 cells, calcium flux, dopamine EC80; inhibition, % at 10 µM; 340,000 compounds, 2% hits; in the data active means inhibition above about 30%; further: 0% is about no effect
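Calcium mobilization kinetics were recorded at 1 s intervals in tetracycline-induced HEK293 T-REx D2 cells, first for 180 s after compound addition and then 180 s after EC80 dopamine.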
RXFP1 antagonist – qHTS Assay for Antagonists of the Relaxin Receptor RXFP1; Relaxin receptor 1 (Homo sapiens), Q9HBX9; HEK293-RXFP1, relaxin-stimulated cAMP HTRF, 30 min; hits give low values; activity change, negative = inhibition, % at 57.5 µM; 350,000 compounds, 0.59% hits;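 active means activity change of -60% or lower, but not beyond a set lower limit; inconclusive means change between -60% and -40%, or beyond the set limit; inactive means change above -40%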; further: on the % scale 0 is the no-effect control and ±100 the full control effect
D1 ag – Allosteric Agonists of the Human D1 Dopamine Receptor: qHTS; HEK293 T-REx D1 cells, calcium flux, agonist mode; 360,000 compounds, 1% hits; D(1A) dopamine receptor (Homo sapiens), P21728; activation, % at 2 µM; in the data active means activation above about 30%; further: 0% is about no effect
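Agonism was scored from calcium flux recorded over 180 s (1 read/s) after pintool compound addition, following a 10-cycle baseline. Cells were inducible force-coupled HEK293 TREx D1, plated overnight at 30 C and loaded with no-wash calcium dye.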
* marks the source's active call; other numbers are inactive results; ? = inconclusive; . = not tested or not shown. The list is partial, so the mix of outcomes need not match the whole.

nr	Compound	D2 agonist	D1 potentiator	D2 potentiator	RXFP1 agonist	D1 antagonist	TRHR enhancer	D2 antag	RXFP1 antagonist	D1 ag
1	O=C(OC(C(=O)NC1CCCCC1)c1ccc(C(F)(F)F)cc1)c1ccco1 (stereo not given)	0.2	2	-5	-3.3%	-3	-4	7	-3	10
2	COc1cccc(C(=O)Nc2nnc(S(=O)(=O)N(C)Cc3ccc(F)cc3)s2)c1	6.2	-8	13	5.1%	-13	15	-3	-10	10
3	COc1ccccc1N(C)S(=O)(=O)c1ccc(Cl)c(C(=O)NC2=NCCS2)c1	-8.5	-12	-7	3.1%	-12	-3	-2	1	4
4	COc1cc(C2c3c(oc4ccccc4c3=O)C(=O)N2c2nc(C)c(C)s2)ccc1O (stereo not given)	0.6	-2	-11	0.5%	6	0	.	-10	2
5	Cc1cccc(Nc2nc3c(c(=O)n(C)c(=O)n3C)n2Cc2ccccc2)c1	-1.3	-4	46*	0.1%	-10	0	8	.	-3
6	COc1cccc(CNC(=O)c2ccccc2-c2ccccc2)c1	0.4	-8	18	-1.3%	-18	4	1	3	1
7	CCOc1cc(-c2nc(-c3ccc(OC)cc3)no2)cc(OCC)c1OCC	.	-11	.	-1.0%	8	-4	.	-6	1
8	CS(=O)(=O)c1ccc2nc(NC(=O)Nc3ccc(Cl)c(Cl)c3)sc2c1	2.6	3	13	19%	-9	-4	9	0	8
9	Cc1ccc(NC(=O)Cc2c(C(=O)O)c(C)cn2C)cc1Cl	-0.4	4	2	-0.7%	9	5	.	-3	0
10	Cc1cccc(NC(=O)CSc2nnc(CNC(=O)c3ccco3)n2C)c1	0.0	2	2	-0.2%	-5	-3	-19	-1	4
11	O=c1c(Oc2ccccc2F)coc2cc(OCc3cnn(-c4ccccc4)c3)ccc12	0.4	-9	2	21%	-16	-1	-5	7	5
12	Nc1ccc(C(=O)N2CCN(S(=O)(=O)c3ccc(Cl)s3)CC2)cc1[N+](=O)[O-]	1.8	-2	-3	1.3%	-5	-4	1	-1	8
13	CC(C)C[C@H](NC(=O)C1CC(=O)N(c2ccc3c(c2)OCCO3)C1)C(=O)NC1CCCC1 (stereo not given in full)	0.7	-7	-7	3.2%	-44*	9	-2	7	0
14	COc1ccc(CC2(CO)CCN(Cc3cnn(C)c3)CC2)cc1	9.7	-2	2	-0.4%	3	2	-4	-4	2
15	CCN(CCCNC(=O)c1cc2c(=O)[nH]c3ccccc3c2s1)c1ccccc1	0.1	-2	-10	12%	-7	-3	.	-4	2
16	Cc1ccc(OCC(=O)N(c2ccccn2)C2CCCCC2)c(C)c1	-1.0	1	11	-0.2%	2	4	1	7	6
17	CCC1CCCCN1C(=O)CSc1nc(N)c(NC(=O)c2ccco2)c(=O)[nH]1 (stereo not given)	1.0	-4	5	-1.0%	-5	-5	22	8	0
18	COCCNC(=O)C(=O)NCCN1CCNCC1	1.5	-6	13	1.3%	-5	0	-19	9	2
19	CCOc1ccc(N(C(=O)c2snc(C(N)=O)c2N)C(C(=O)NCC2CCCO2)c2c[nH]c3ccccc23)cc1 (stereo not given)	0.1	10	12	2.9%	19	-7	-2	-6	0
20	COc1ccc(CCNC(=O)CSc2nnc(CNC(=O)c3ccccc3F)o2)cc1OC	0.1	-2	-3	3.1%	7	-4	-11	-1	0
21	Cc1cc(=O)oc2cc(NC(=O)c3ccccc3Cl)ccc12	-0.1	-4	-4	5.1%	-19	0	3	14	2
22	O=C(Nc1ccccc1C(=O)N1CCOCC1)c1ccc(Cl)cc1	1.1	8	13	1.0%	.	10	-16	3	-2
23	COc1cccc(-n2c(C)nc3c(cnn3-c3ccc(C)c(C)c3)c2=O)c1	-0.4	2	-5	-0.8%	-48*	0	.	.	8
24	CC(=O)N1CCN(CC(=O)Nc2cc(S(=O)(=O)N3CCOCC3)ccc2C)CC1	1.5	-7	7	8.4%	-2	-7	1	-4	3
25	O=C(Nc1cccc(C(F)(F)F)c1)C1CCN(S(=O)(=O)c2cccs2)CC1	.	-1	-18	?	-28	-20	.	.	21
26	CC(C)OCCCNC(=O)c1ccc(NC(=O)C2=CSCCO2)cc1	0.5	-4	10	-1.0%	20	-2	5	-6	1
27	COC(=O)c1cccc(NC(=S)NCCC2=CCCCC2)c1	0.8	-3	10	-0.4%	-24	0	0	9	21
28	COc1cc(OC)c(NC(=O)c2cc(S(=O)(=O)N3CCCC3)cn2C)cc1Cl	2.4	3	5	0.6%	-11	3	.	11	0
29	Cc1ccc(-c2nc(CS(=O)(=O)CC(=O)Nc3cc(F)ccc3F)c(C)o2)cc1	-0.2	-1	0	0.0%	-4	1	28	4	1
30	COc1ccc(NC(=O)CSc2ccc(-c3cccs3)nn2)c(OC)c1	0.2	-7	-3	4.8%	-10	-14	-1	-11	-2

Reprinted from the part before: four compounds, then new ones.
nr	Compound	D2 agonist	D1 potentiator	D2 potentiator	RXFP1 agonist	D1 antagonist	TRHR enhancer	D2 antag	RXFP1 antagonist	D1 ag
27	COC(=O)c1cccc(NC(=S)NCCC2=CCCCC2)c1	0.8	-3	10	-0.4%	-24	0	0	9	21
28	COc1cc(OC)c(NC(=O)c2cc(S(=O)(=O)N3CCCC3)cn2C)cc1Cl	2.4	3	5	0.6%	-11	3	.	11	0
29	Cc1ccc(-c2nc(CS(=O)(=O)CC(=O)Nc3cc(F)ccc3F)c(C)o2)cc1	-0.2	-1	0	0.0%	-4	1	28	4	1
30	COc1ccc(NC(=O)CSc2ccc(-c3cccs3)nn2)c(OC)c1	0.2	-7	-3	4.8%	-10	-14	-1	-11	-2
31	COc1ccc(CN2CCNC(=O)C2CC(=O)N(C)CCC2CCOCC2)c(OC)c1 (stereo not given)	0.2	1	20	0.6%	-2	-2	2	-12	5
32	CCC(CC)c1nnc(NC(=O)CC(C)c2ccccc2)s1 (stereo not given)	0.8	4	9	1.1%	3	2	13	8	7
33	Cc1nn(-c2ccccc2)c2c1C(c1ccc([N+](=O)[O-])cc1)N1C(=N2)C(=O)Nc2ccccc21 (stereo not given)	-0.4	1	19	-3.0%	-3	0	-21	-12	2
34	COc1cccc(CNC(=O)C2CCCN(c3ncnc4onc(-c5ccc(F)cc5)c34)C2)c1 (stereo not given)	-2.3	-5	-7	2.5%	-16	-6	.	-20	6
35	Cc1c(Cl)c([N+](=O)[O-])nn1CC(=O)Nc1c(C)n(C)n(-c2ccccc2)c1=O	-0.6	-2	-2	0.7%	-4	-6	2	-13	1
36	CCOC(=O)Cn1c(=NC(=O)CN2C(=O)CCC2=O)sc2cc(S(N)(=O)=O)ccc21	1.4	-4	12	3.7%	-1	4	-11	-10	-2
37	O=C(NCCNS(=O)(=O)c1ccccc1Cl)c1cc(OCC(F)(F)F)ccc1OCC(F)(F)F	0.3	-5	1	2.3%	-5	-5	-7	5	1
38	CC(c1ccccc1)n1c(CO)nc2ccccc21 (stereo not given)	1.6	-5	-5	3.1%	29	4	-9	-1	-2
39	O=C(NCc1ccc2c(c1)OCO2)Nc1ccc2nsnc2c1	0.5	-8	-4	2.6%	-11	-10	-10	-15	5
40	O=c1c2ccccc2c2c(O)nc(-c3ccccc3)n2n1Cc1ccccc1	1.7	4	-1	-0.3%	25	-5	3	7	-1
41	O=C(NCCc1ccco1)c1nn(Cc2ccccc2)c(=O)c2ccccc12	0.7	-1	8	0.5%	-14	6	1	-11	0
42	CCOc1cccc2sc(NC(=O)c3ccc(S(=O)(=O)N4CCCc5ccccc54)cc3)nc12	0.7	-5	-1	0.8%	6	3	.	-11	0
43	CCNC(=O)CC1C(=O)N(c2ccccc2)C(=O)N1Cc1ccc(OC)cc1 (stereo not given)	0.5	8	2	0.9%	6	5	-2	3	-3
44	Clc1ccc(-c2nc3ccccn3c2CN2CCCCC2)cc1	1.7	0	0	7.3%	10	-14	3	-13	4
45	O=C(NCCCSc1ccccc1)c1cc(Br)ccc1O	0.6	-4	16	?	-3	6	-19	-8	2
46	Fc1ccc(Oc2cnc3ccccc3n2)cc1	.	3	.	-0.2%	11	6	.	-4	0
47	CSCC[C@H](NC(=O)OC(C)(C)C)C(=O)N/N=C/c1c(C)[nH]c(=O)[nH]c1=O	-0.6	-3	-4	0.3%	9	0	6	.	5
48	CCCCN(C(=O)NC(=O)Nc1c(C)cc(C)cc1C)S(C)(=O)=O	14	-6	-9	2.0%	4	-2	6	-26	9
49	COc1ccc(/C=N/NC(=O)c2csc(-n3nc(C)cc3C(F)(F)F)n2)cc1	-0.7	0	-5	1.7%	-20	1	-3	1	4
50	CNC(=O)c1cc(S(=O)(=O)NC2CCCCCC2)ccc1C	-0.1	-3	3	1.0%	4	-2	14	2	4
51	Cc1cccc2cc(CN(Cc3ccco3)C(=O)NC3CCCCC3)c(=O)[nH]c12	0.8	-21	11	-0.1%	-8	1	-15	-18	3

From PubChem
